# RXFP1 antag – blocks the human relaxin receptor RXFP1; Q9HBX9; AID 1259400; 350,000 tested, 0.59% active; HEK293-RXFP1, relaxin-stimulated cAMP HTRF, 30 min; hits give low values; activity change, negative = inhibition, % at 57.5 µM;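 active means activity change of -60% or lower, but not beyond a set lower limit; inconclusive means change between -60% and -40%, or beyond the set limit; inactive means change above -40%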; further: on the % scale 0 is the no-effect control and ±100 the full control effect
# Apoferritin bind – candidate novel general anesthetic via apoferritin binding. P02791. Potency, µM (highest dose often 77.5 µM), inactives show at the highest dose activity change, negative = displacement, usual class: inhibitors. apoferritin/1-aminoanthracene competitive binding, fluorescence. AID 485281. 350,000 tested, 0.074% active; further: potency means the concentration at half of the fitted maximal effect; on the % scale 0 is the no-effect control and ±100 the full control effect; nearly all actives have a fitted effect of over 20% in size
# Target sequence (P02791 2-175 limits assumed): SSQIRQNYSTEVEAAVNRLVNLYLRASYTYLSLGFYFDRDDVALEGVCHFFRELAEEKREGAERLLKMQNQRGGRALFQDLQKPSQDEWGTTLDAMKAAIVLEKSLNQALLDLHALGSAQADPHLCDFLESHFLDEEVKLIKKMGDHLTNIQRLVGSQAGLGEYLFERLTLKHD
#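 In PBS, apoferritin at 10 uM is loaded with 1-AMA from a 50% saturated solution. After 10 min of compound exposure at ambient temperature, reduced 535 nm fluorescence indicates probe displacement.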
# D1 PAM – potentiators of human D1 dopamine receptor; HEK293 TREx D1 cells, calcium flux, dopamine EC20 potentiation; P21728; AID 504651; 360,000 tested, 0.036% active; potentiation, % at 10 µM; in the data active means potentiation above about 30%; further: 0% is about no effect
# Target sequence (P21728 whole entry, looked up): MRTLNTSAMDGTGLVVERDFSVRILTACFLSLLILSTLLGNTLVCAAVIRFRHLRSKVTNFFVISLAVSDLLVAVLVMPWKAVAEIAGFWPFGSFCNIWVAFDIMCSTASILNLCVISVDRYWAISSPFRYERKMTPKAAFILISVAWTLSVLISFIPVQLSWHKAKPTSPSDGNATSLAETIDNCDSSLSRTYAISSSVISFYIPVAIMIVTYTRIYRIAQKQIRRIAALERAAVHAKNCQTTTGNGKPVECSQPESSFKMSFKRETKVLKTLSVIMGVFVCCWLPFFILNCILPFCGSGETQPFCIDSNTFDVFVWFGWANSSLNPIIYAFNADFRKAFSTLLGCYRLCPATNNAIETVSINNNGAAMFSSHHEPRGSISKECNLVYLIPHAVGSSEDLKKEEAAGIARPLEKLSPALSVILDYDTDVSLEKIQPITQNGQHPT
# TRHR agonist – activates the human TRH receptor | P34981 | TRHR cells, calcium flux fluo-8, FDSS agonist mode | activation, % at 2 µM | 360,000 tested, 0.18% active | AID 493084; in the data active means activation above about 30%; further: 0% is about no effect
# Target sequence (P34981 whole entry, looked up): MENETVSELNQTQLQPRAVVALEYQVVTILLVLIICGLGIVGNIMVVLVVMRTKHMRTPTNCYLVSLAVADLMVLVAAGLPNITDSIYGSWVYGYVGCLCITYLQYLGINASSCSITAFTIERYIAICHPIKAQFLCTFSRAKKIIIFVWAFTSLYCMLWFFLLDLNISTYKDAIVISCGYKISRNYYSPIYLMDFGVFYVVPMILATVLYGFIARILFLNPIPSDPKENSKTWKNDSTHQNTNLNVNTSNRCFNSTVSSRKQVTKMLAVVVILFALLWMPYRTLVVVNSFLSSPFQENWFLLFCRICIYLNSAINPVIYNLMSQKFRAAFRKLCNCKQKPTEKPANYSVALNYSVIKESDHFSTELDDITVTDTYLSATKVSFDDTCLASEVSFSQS
#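 Agonist-mode FDSS calcium read (Ex 480/Em 530, 1 s cycles) in 1536-well TRHR cells with fluo-8 dye, after 10-cycle baseline and 23 nL compound addition; TRH at EC20 (10 nM final) added afterwards for the enhancer phase.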
# TRHR PAM – allosteric enhancers of human TRH receptor; P34981; TRHR cells, fluo-8 calcium fluorescence, EC20 TRH enhancement; enhancement, % at 2 µM; 360,000 tested, 0.66% active; in the data active means enhancement above about 30%; further: 0% is about no effect
#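 TRHR-expressing cells loaded with fluo-8 calcium dye were read kinetically (ex 480/em 530) during compound addition, then stimulated with an EC20 of TRH (10 nM final). Enhancement of the Gq-mediated intracellular calcium response was scored.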
# D1 ag – activates the human D1 dopamine receptor. P21728. 360,000 tested, 1% active. AID 504660. activation, % at 2 µM. HEK293 T-REx D1 cells, calcium flux, agonist mode; in the data active means activation above about 30%; further: 0% is about no effect
#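 Agonism was scored from calcium flux recorded over 180 s (1 read/s) after pintool compound addition, following a 10-cycle baseline. Cells were inducible force-coupled HEK293 TREx D1, plated overnight at 30 C and loaded with no-wash calcium dye.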
# RXFP1 agonist – RXFP1 (human) receptor agonism | Q9HBX9 | HEK293T-RXFP1 cAMP TR-FRET, 30 min; response scale: percent of porcine relaxin response, buffer zero | Potency, µM (doses to about 57.5 µM), for inactives: at the highest dose activation, most hits filed as activators | 370,000 tested, 0.3% active; further: potency means the concentration at half of the fitted maximal effect; on the % scale 0 is the no-effect control and ±100 the full control effect; nearly all actives have a fitted effect of over 60% in size; many of its hits are not listed in these tables
#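 Agonist response is measured as cAMP accumulation in an RXFP1-transfected HEK293T line under PDE4 inhibition. Values are scaled between buffer-only and 29 nM porcine relaxin, and EC50s come from standard Hill equation fits.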
# D2 potentiator – positive allosteric modulators of human D2 dopamine receptor | 340,000 tested, 0.34% active | HEK293 T-REx D2, calcium flux, EC20 dopamine potentiation | potentiation, % at 10 µM;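 active means potentiation over 3 SD above the plate norm, cut at about 30% in these data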; further: 0% is about no effect
#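 Primary screen. Calcium kinetics in induced HEK293 T-REx D2 cells: compound pre-addition 180 s, EC20 dopamine, 180 s more.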
# D1 antag – antagonists of human D1 dopamine receptor; HEK293 TREx D1 cells, calcium flux, dopamine EC80; hits give low values; activity change, negative = inhibition, % at 10 µM; 360,000 tested, 3.2% active; P21728; in the data active means activity change below about -30%; further: on the % scale 0 is the no-effect control and ±100 the full control effect
#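 Allosteric or orthosteric antagonism assessed as attenuation of the calcium response to EC80 dopamine, added 180 s after compound, in induced HEK293 Trex D1 cells loaded with no-wash calcium dye.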
# Numbers without * were called inactive; ? = inconclusive; / = no result given; [ ] = remark or other dose. Unless noted, the call rests on the fitted dose curve; in most records, active means well fitted curve in the direction sought with a large enough effect; inconclusive means small, poorly fitted or top-dose-only effect, or another doubt; inactive means no such curve, though single readings can be large; an effect the other way counts as inactive or inconclusive. Only part of the results is shown. The share of hits here may be higher or lower than overall.
SMILES,RXFP1 antag,Apoferritin bind,D1 PAM,TRHR agonist,TRHR PAM,D1 ag,RXFP1 agonist,D2 potentiator,D1 antag
COc1ccc(CNC(=O)N[C@@H](Cc2c[nH]c3ccccc23)C(=O)O)cc1,0.9,6.1%,2.4,0.5,-0.1,2.4,-0.9%,-2.9,-2.2
COc1ccc(-c2cn3cc(C(=O)NN)ccc3n2)cc1,0.2,3.3%,8.2,-0.6,-2.5,-0.4,12.4%,-2.7,4.3
COCCNC(=O)C1CCCN(c2nn3c(=O)cc(C)nc3s2)C1 (stereo unspecified),13.7,-5.4%,3.4,-0.4,4.9,0.8,6.5%,-2.5,38.1
CN(C)c1ccc(/C=c2/sc3n(c2=O)NC2(c4ccccc4)N(C)C(=O)N(C)C2(c2ccccc2)N=3)cc1 (stereo unspecified),/,-6.5%,-1.5,4.9,0.3,28.5,1.9%,-6.0,3.9
COc1ccc(C(CC(=O)N2CCCC2)c2ccc(F)cc2)cc1 (stereo unspecified),-28.6,-4.8%,1.4,-0.5,-8.4,0.2,-1.8%,-1.2,12.5
CC(=O)Nc1ccc(N(CC(O)Cn2c3ccccc3c3ccccc32)S(=O)(=O)c2ccc(C)cc2)cc1 (stereo unspecified),-7.3,-3.9%,-2.9,0.6,3.4,7.9,2.6%,-2.4,0.4
CCN(CC)S(=O)(=O)c1ccc2c(c1)CC(C(=O)N1CCCC1)N2C(C)=O (stereo unspecified),-4.0,12.7%,0.3,1.5,-24.0,2.8,0.7%,-4.1,4.5
COc1cc(/C=N/Nc2ccccn2)ccc1OCC(C)C,-17.4,-6.8%,-1.2,0.3,-13.1,5.4,-1.7%,-5.0,-4.0
COc1ccc(NC(=O)C/C(C)=N/NC(=O)C(=O)NC2CCCCC2)c(OC)c1,-8.2,-10.3%,-1.8,-0.2,0.1,-0.1,-1.6%,/,4.9
Cc1ccc(C)c(Cc2c(C)nc3c(C(=O)N4CCOCC4)cnn3c2C)c1,-14.7,?,-1.4,-0.6,5.0,-0.2,5.4%,-3.3,21.9

# Reprinted from the part before: two compounds; new compounds follow.
SMILES,RXFP1 antag,Apoferritin bind,D1 PAM,TRHR agonist,TRHR PAM,D1 ag,RXFP1 agonist,D2 potentiator,D1 antag
COc1ccc(NC(=O)C/C(C)=N/NC(=O)C(=O)NC2CCCCC2)c(OC)c1,-8.2,-10.3%,-1.8,-0.2,0.1,-0.1,-1.6%,/,4.9
Cc1ccc(C)c(Cc2c(C)nc3c(C(=O)N4CCOCC4)cnn3c2C)c1,-14.7,?,-1.4,-0.6,5.0,-0.2,5.4%,-3.3,21.9
CC1CCCCN1Cc1nc2c(c(=O)n(C)c(=O)n2C)n1Cc1c(F)cccc1Cl (stereo unspecified),5.4,-9.3%,-2.9,-1.7,-3.9,1.0,-1.0%,-2.7,7.3
S=C(Nc1ccc(Cl)cc1)Nc1ccc2c(c1)OCCO2,-6.1,-3.6%,-3.2,1.5,3.6,8.2,-3.0%,2.7,-17.2
CN(C)c1cccc(C(=O)Nc2ccc(N3CCOCC3)cc2)c1,-14.8,-16.2%,-2.9,-0.3,-4.8,-0.6,-0.1%,-11.7,-26.6
COc1ccc(Oc2cnc3ccccc3n2)cc1,3.7,-9.9%,-5.8,-0.8,3.5,3.5,?,6.2,4.6
CCc1noc(C)c1C(=O)OC(C)C(=O)Nc1ccc(Cl)cn1 (stereo unspecified),0.8,/,8.1,-0.7,-2.0,0.5,0.9%,-7.9,24.5
O=C(CC1C(=O)NCCN1Cc1cccc(F)c1)NCCCCCN1CCOCC1 (stereo unspecified),1.1,-2.9%,-0.9,2.0,-0.1,3.0,-0.5%,-3.9,-0.2
COc1ccc(OC)c(NC(=O)CCN2CCC(C)CC2)c1,12.0,3.9%,-1.4,0.3,3.6,3.3,-1.1%,-22.5,-1.4
COC(=O)c1cccc(NS(=O)(=O)c2ccc(OC)cc2)c1C,-10.9,-0.1%,-8.1,-0.4,2.2,9.2,-0.1%,6.5,-1.3
CCOc1cc(/C=N/NC(=O)Cc2ccc(C(F)(F)F)cc2[N+](=O)[O-])c(Br)cc1OC,-8.5,0.2%,11.7,0.3,8.2,4.3,-0.4%,8.2,-1.9
CNc1ncc(C(=O)c2ccc(F)cc2)s1,-2.6,-11.9%,-1.1,0.5,1.3,1.3,6.0%,5.4,-13.4
Cc1ccccc1-n1cc(C(=O)c2cc(Cl)ccc2O)cc(C#N)c1=O,8.4,-9.1%,-2.1,2.5,5.2,12.8,3.5%,2.7,-25.2
Cc1cccc(OCC(=O)NNC(=O)CCc2ccccc2)c1,-31.1,-17.3%,-1.8,-2.4,-0.5,1.1,-1.0%,1.3,10.4
C=CC[n+]1ccn(-c2nc3ccccc3nc2[N-]S(=O)(=O)c2cccs2)c1,-10.7,31.4%[activator],2.1,0.2,15.5,1.3,3.9%,6.3,7.3
O=C(CC(Nc1cccc(Cl)c1Cl)C(=O)O)c1ccccc1 (stereo unspecified),-2.3,?,-1.1,0.4,0.9,1.5,1.0%,5.7,-1.0
O=C(O)CCC(=O)Nc1ccc(Br)cn1,-6.3,-9.4%,0.0,-0.3,2.5,1.7,0.9%,-1.2,3.3
CCC1CCCCN1CCCNC(=O)C1CC(=O)N(CCc2ccccc2)C1 (stereo unspecified),4.0,-3.6%,1.6,1.3,4.3,3.8,1.2%,20.2,-1.8
Cc1nc(/C=C\C(=O)O)c2cc(C)oc2n1,-4.5,-3.9%,-1.2,0.5,6.2,1.9,5.7%,6.4,-15.7
COc1cccc(NC(=O)[C@@H]2CCC(=O)N2C2OC(=O)c3ccccc32)c1 (stereo partly specified),/,-3.2%,6.0,-0.7,0.5,2.5,1.3%,17.3,-11.2
COc1ccccc1NS(=O)(=O)c1cc([N+](=O)[O-])ccc1N/N=C/c1c(C)[nH]c2ccccc12,-7.3,-16.7%,-9.2,17.4,1.0,62.3*,2.9%,15.3,24.3
COc1ccc(C(=O)N=C2CCC(C#N)=C3c4cc(OC)c(OC)cc4CCN23)cc1,/,-7.3%,-8.5,0.3,-2.7,1.4,1.0%,1.9,10.6
O=C(COC(=O)CCC(=O)c1cccs1)Nc1ncc(Cl)cc1Cl,-17.4,-10.2%,-1.2,0.5,-1.4,0.7,2.3%,-5.1,8.2
Cc1ccc(NS(C)(=O)=O)c(C(=O)c2ccccc2)c1,-6.6,-17.3%,-2.6,-0.8,2.9,-0.3,-2.3%,-0.2,1.7
O=C(c1ccc(CS(=O)c2ccccc2Cl)o1)N1CCN(c2ccccc2F)CC1 (stereo unspecified),-3.6,5.2%,-5.2,-0.2,1.6,0.9,-0.2%,2.9,-14.0
O=C(CCCCn1c(=O)[nH]c2ccsc2c1=O)NCc1ccc2c(c1)OCO2,6.4,-7.7%,-2.7,-0.5,11.1,0.0,1.9%,0.6,2.6
CCC1=C(c2ccc(C)cc2)S(=O)(=O)N=C1N1CCC(C(=O)Nc2ccccc2F)CC1,-2.2,-1.3%,-6.7,-0.4,16.7,4.3,-0.6%,-5.8,-16.7
Cc1cccc(C)c1-n1ncc(C(=O)O)c1C1CCN(C(=O)OC(C)(C)C)CC1,4.0,-11.1%,0.7,1.0,-3.4,2.6,1.7%,25.7,11.5
Cn1c2ccccc2c2cc(C(=O)N3CCOCC3)sc21,-1.3,-13.2%,-6.2,-0.7,-8.1,0.6,0.1%,-2.4,-15.3
CCN(CC)S(=O)(=O)c1ccc(N2CCOCC2)c(NC(=O)c2ccccc2F)c1,-0.7,-10.9%,-3.4,0.5,4.8,1.2,21.8%,-7.6,3.6
COc1ccc(C(CCN(Cc2ccc(OC)c(OC)c2)C(C)=O)C(C)C)cc1 (stereo unspecified),-22.6,-5.6%,-8.2,-0.7,-6.9,7.0,-0.4%,-8.5,-2.7
Cc1cccc(NC(=O)CCSc2nnc(Cc3ccccc3)o2)c1,3.1,-6.6%,-2.5,0.2,-3.7,12.4,-0.1%,-6.5,-17.4

# Compound profiles (already shown).
# `Cc1ccc(NS(C)(=O)=O)c(C(=O)c2ccccc2)c1` across the screens: RXFP1 antag: -6.6; Apoferritin bind: -17.3%; D1 PAM: -2.6; TRHR agonist: -0.8; TRHR PAM: 2.9; D1 ag: -0.3; RXFP1 agonist: -2.3%; D2 potentiator: -0.2; D1 antag: 1.7
# `Cc1cccc(NC(=O)CCSc2nnc(Cc3ccccc3)o2)c1` across the screens: RXFP1 antag: 3.1; Apoferritin bind: -6.6%; D1 PAM: -2.5; TRHR agonist: 0.2; TRHR PAM: -3.7; D1 ag: 12.4; RXFP1 agonist: -0.1%; D2 potentiator: -6.5; D1 antag: -17.4
# `CCC1=C(c2ccc(C)cc2)S(=O)(=O)N=C1N1CCC(C(=O)Nc2ccccc2F)CC1` across the screens: RXFP1 antag: -2.2; Apoferritin bind: -1.3%; D1 PAM: -6.7; TRHR agonist: -0.4; TRHR PAM: 16.7; D1 ag: 4.3; RXFP1 agonist: -0.6%; D2 potentiator: -5.8; D1 antag: -16.7

# New compounds follow:
SMILES,RXFP1 antag,Apoferritin bind,D1 PAM,TRHR agonist,TRHR PAM,D1 ag,RXFP1 agonist,D2 potentiator,D1 antag
Cc1cccc(C)c1NC(=O)CCCn1c(=O)c2cccn2c2ccccc21,-32.8,-14.4%,-4.0,-0.1,3.7,0.8,-0.3%,-2.2,15.8
O=C(c1cc(NC(=O)C23CC4CC(CC(C4)C2)C3)cc(NC(=O)C23CC4CC(CC(C4)C2)C3)c1)N1CCCCC1,-27.8,-9.0%,-0.6,0.7,-2.7,-0.6,-0.2%,16.5,3.2
Cc1cccnc1,/,/,1.4,0.5,3.7,-0.5,0.6%,29.7,/
Cc1nn(-c2ccccc2)c(Cl)c1/C=C/C(=O)c1ccccc1,-11.6,?,-5.2,0.0,-13.5,1.3,-0.9%,-6.3,-28.5
COc1ccc(Cl)cc1NC(=O)CN(C)C(=O)c1ccc(-n2nc(C)cc2C)cc1,-5.6,/,-2.5,-0.1,-3.0,2.6,-1.1%,-1.8,1.3
Cc1cc2cc3c(cc2nc1SCC(=O)N1CCCC1)OCCO3,2.5,-1.5%,-1.4,-0.8,-11.6,-0.6,3.8%,-17.4,4.7
CCOc1ccc2nc(/N=C/c3c(C)[nH]n(-c4ccc(C)cc4)c3=O)sc2c1,/,-5.4%,-7.8,-0.8,18.0,1.0,4.2%,/,-3.1
O=C(NNC(=O)C1CC1)c1ccc(-c2ccccc2)cc1,2.1,-17.3%,-0.3,0.4,-1.8,4.1,1.4%,-2.8,1.7
CCOC(=O)c1cnc(SCC(=O)Nc2cc(OC)cc(OC)c2)nc1N,12.5,-12.7%,-4.0,-1.0,-3.1,9.3,0.1%,6.2,-24.8
